POLK inh: DNA polymerase kappa (human) inhibition. purified Pol kappa, fluorescent DNA synthesis assay, 10 min. Potency, µM (doses to about 107 µM), for the others: top-dose activity, negative = inhibition, actives largely listed as inhibitors. hit rate 0.53% among 400,000; note: % is set by controls: 0 for no effect and ±100 for the full control effect
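First, compounds were pin-transferred onto 10 nM Pol kappa. After 15 min at room temperature, substrate was added to 50 nM final. Fluorescence was then measured kinetically at 0 and 10 min.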
APE1 inh: inhibitors of human APE1 endonuclease | AID 2517 | hit rate 0.35% among 350,000 | recombinant APE1, TAMRA/BHQ-2 abasic DNA cleavage fluorescence | Potency, µM (doses to about 65.8 µM), for inactives: at the top dose activity change, negative = inhibition, hits mostly inhibitors;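 note: plate controls were vehicle for no effect and reference inhibitor for full effect; nearly all actives have a fitted effect of over 55% in size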
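Step 1: APE1 (0.75 nM) with compound, 15 min RT. Step 2: add 50 nM fluorophore/quencher THF duplex. Step 3: three fluorescence reads 60 s apart (525/598 nm); read 3 minus read 1 = reaction progress.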
Pol iota inh: blocks human DNA polymerase iota activity | Q9UNA4 | Pol iota fluorescent replication assay, 10 min | Potency, µM (highest dose often 115 µM), inactives show top-dose activity, negative = inhibition, hits mostly inhibitors | hit rate 1% among 390,000 | AID 588590
Target sequence (Q9UNA4 whole entry, looked up): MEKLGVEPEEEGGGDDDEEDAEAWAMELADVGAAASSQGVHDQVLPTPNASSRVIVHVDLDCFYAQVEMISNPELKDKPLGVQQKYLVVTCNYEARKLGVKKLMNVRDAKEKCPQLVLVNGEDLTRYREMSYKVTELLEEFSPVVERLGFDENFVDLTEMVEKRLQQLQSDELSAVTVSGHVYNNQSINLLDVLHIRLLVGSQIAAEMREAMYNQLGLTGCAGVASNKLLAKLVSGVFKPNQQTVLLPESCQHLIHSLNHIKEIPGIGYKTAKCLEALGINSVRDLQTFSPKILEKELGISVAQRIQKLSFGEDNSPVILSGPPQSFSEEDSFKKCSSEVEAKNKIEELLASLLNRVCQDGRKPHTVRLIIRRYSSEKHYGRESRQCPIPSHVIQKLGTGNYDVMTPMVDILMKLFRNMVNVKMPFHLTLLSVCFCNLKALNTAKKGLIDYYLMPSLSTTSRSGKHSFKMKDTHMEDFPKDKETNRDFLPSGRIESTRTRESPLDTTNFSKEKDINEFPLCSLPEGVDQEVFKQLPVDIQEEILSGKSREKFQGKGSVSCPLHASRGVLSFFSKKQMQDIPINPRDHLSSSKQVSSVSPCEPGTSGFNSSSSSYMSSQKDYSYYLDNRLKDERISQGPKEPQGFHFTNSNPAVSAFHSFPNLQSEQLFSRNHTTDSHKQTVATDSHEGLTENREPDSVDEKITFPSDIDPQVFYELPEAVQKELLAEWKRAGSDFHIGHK
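Pol iota at 10 nM preincubated 15 min with compounds at room temperature; reaction started with fluorescent substrate, 50 nM final. Fluorescence read kinetically at 0 and 10 min; buffer-only wells as negative control.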
Anesthetic bind: candidate novel general anesthetic via apoferritin binding. P02791. apoferritin/1-aminoanthracene competitive binding, fluorescence. Potency, µM (top dose mostly 77.5 µM), for the others: top-dose activity change, negative = displacement, actives largely listed as inhibitors. hit rate 0.074% among 350,000. AID 485281; note: % is set by controls: 0 for no effect and ±100 for the full control effect; nearly all actives have a fitted effect of over 20% in size
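Steps: apoferritin (10 uM) was premixed with half-saturated 1-AMA in PBS, compounds were pin-transferred, plates stood 10 min at room temperature, fluorescence was read at 380/535 nm, and curves were fitted with a Hill equation.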
POLH inh: blocks human DNA polymerase eta activity. Q9Y253. recombinant Pol eta, fluorescent DNA replication assay. Potency, µM (series often up to 114 µM), inactives show at the highest dose activity change, negative = inhibition, hits mostly inhibitors. hit rate 1.2% among 390,000; note: % is set by controls: 0 for no effect and ±100 for the full control effect
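Fluorescent replication assay: 50 nM final substrate added after a 15 min room-temperature compound preincubation with 10 nM enzyme. Signal taken at 0 min and again at 10 min.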
Pol beta inh: DNA polymerase beta (human) inhibition. P06746. Pol beta primer extension/strand displacement, fluorescence kinetic. Potency, µM (doses to about 114 µM), inactives show at the top dose activity change, negative = inhibition, actives largely listed as inhibitors. hit rate 1.3% among 340,000. AID 485314; note: % is set by controls: 0 for no effect and ±100 for the full control effect
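Preincubation: enzyme (10 nM) with compound, 15 min, RT. Reaction: substrate added to 50 nM final. Reads: 0 and 10 min. Analysis: normalized, Hill fit.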
BLM helicase inh: blocks DNA unwinding by human BLM helicase; AID 2528; hit rate 0.2% among 350,000; recombinant BLM DNA unwinding, fluorescence dequenching; Potency, µM (doses to about 56.1 µM), without a hit: at the highest dose activity change, negative = inhibition, most hits filed as inhibitors;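 note: plate controls were vehicle for no effect and no enzyme for full effect; nearly all actives have a fitted effect of over 35% in size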
G9a inh: inhibitors of human histone lysine methyltransferase G9a | Q96KQ7 | G9a H3K9 monomethylation, AlphaScreen, 2 h | Potency, µM (titrated, usually from 102 µM), for the others: at the highest dose activity, negative = inhibition, most hits filed as inhibitors | hit rate 8.8% among 350,000 | AID 504332; note: % is set by controls: 0 for no effect and ±100 for the full control effect; nearly all actives have a fitted effect of over 75% in size
Target sequence (Q96KQ7 913-1193 limits assumed): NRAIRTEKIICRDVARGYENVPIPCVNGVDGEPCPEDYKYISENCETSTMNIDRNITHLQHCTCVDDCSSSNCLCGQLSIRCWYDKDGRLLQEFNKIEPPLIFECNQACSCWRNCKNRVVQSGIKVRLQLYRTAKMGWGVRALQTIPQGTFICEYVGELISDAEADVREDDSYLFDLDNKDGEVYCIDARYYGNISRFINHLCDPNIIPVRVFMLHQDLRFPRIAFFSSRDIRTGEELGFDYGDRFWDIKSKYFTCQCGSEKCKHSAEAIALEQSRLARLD
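Chemiluminescent proximity detection of H3K9 monomethylation, read after 10 min bead incubation in the dark. Reaction: 20 nM G9a, 500 nM biotin-H3K9 peptide, 20 uM SAM cofactor, 2 h, room temperature, following 15 min enzyme-compound preincubation.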
BAZ2B inh: BAZ2B (human) inhibition; hit rate 4.4% among 360,000; AID 504333; Potency, µM (highest dose often 114 µM), for the others: top-dose activity change, negative = inhibition, actives largely listed as inhibitors; AlphaScreen BAZ2B-H3K14Ac peptide displacement; Q9UIF8; note: % is set by controls: 0 for no effect and ±100 for the full control effect; nearly all actives have a fitted effect of over 60% in size
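Compounds, titrated to a top concentration of 110 uM, were incubated 30 min at room temperature with preformed BAZ2B/acetyl-K14 H3 peptide complex (50 nM each). Proximity signal was measured by AlphaScreen after 20 min with beads.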
Active calls of the source: *; ? = inconclusive; · = no result given; & = joins results of further samples; [ ] = remark or other dose. Calls come from the whole dose curve; as a rule, active = well fitted curve in the direction sought with a large enough effect; inconclusive = small, poorly fitted or top-dose-only effect, or another doubt; inactive = no such curve, though single readings can be large; an effect the other way counts as inactive or inconclusive. Potency is the fitted concentration of half-maximal effect. These rows are one share of the data (hit frequency here may not be typical).

No.	molecule	G9a inh	Pol beta inh	POLH inh	Anesthetic bind	BAZ2B inh	BLM helicase inh	Pol iota inh	POLK inh	APE1 inh
1	O=C(c1ccco1)N1CCN(S(=O)(=O)c2ccc3c(c2)OCCO3)CC1	-9%[59 µM]	-6%	4%	-16%	-24%	-2%	6%	8%	0%
2	O=[N+]([O-])c1ccc(/C=N/Nc2ncc(Br)cn2)cc1	-1%	-1%	-17%	0%	0%	-16%	127%[activator]	-10%	-7%
3	C=CCSC1=C(C#N)C(c2cc(Br)c(O)c(OC)c2)CC(=O)N1 (centres undefined)	-24%[12.7 µM]	0%	-14%	5%	-5%	1%	34%[activator]	2%	-2%
4	CCOC(=O)C1=C(Cc2ccc(Cl)cc2)C(=O)c2ccccc2C1=O	2.5µM*	10%	-28%	?	22µM*	-10%	14µM*	8%	10%
5	O=C(Cc1c[nH]c2ccccc12)NCc1cccs1	19%[59 µM]	4%	-21%	-15%	-24%	-4%	30%	-14%	3%
6	Cc1ccccc1NS(=O)(=O)c1ccc(C)c(NS(C)(=O)=O)c1C	-37%	-10%	-6%	-7%	-14%	-3%	15%	-6%	-1%
7	O=C1COc2ccc(C(=O)COC(=O)Cc3c(F)cccc3Cl)cc2N1	-6%	·	-9%	·	-5%	·	13%	-2%	-5%
8	O=C(CSc1nc(-c2ccccc2)nc2ccc(F)cc12)Nc1cccc(C(=O)O)c1	71µM*	?	79µM*	-6%	79µM*	-10%	?	-25%	2%
9	COc1cc2c(cc1OC)-c1cc(=Nc3c(C)cc(C)cc3C)n(C)c(=O)n1CC2	21µM*	-6%[57.1 µM]	-13%[57.1 µM]	?	·	-8%	-6%[58.9 µM]	-11%[60.1 µM]	11%&-6%&2%
10	CCC(=O)Nc1ccc(C(=O)N/N=C/c2cccnc2)cc1	-14%	-1%	-7%	-5%	-38%[57.1 µM]	0%	48%[activator]	-5%	2%
11	Cc1ccc(Sc2c([N+](=O)[O-])c(C)nn2C)cc1	·	34%	5%	?	10%	-8%	59%[activator]	2%	15%
12	O=C(COC(=O)CCC1CCCC1)Nc1ccc(F)cc1Cl	1%[12.7 µM]	·	-3%	·	1%	·	14%	-1%	17%
13	Cc1cc(C)nc(N2CCC(C(=O)NCc3ccccc3F)CC2)n1	-8%	2%	-6%	0%	-5%	0%	-6%	-5%	-1%
14	Cc1ccc(S(=O)(=O)N2[C@@H](c3ccc(C(C)(C)C)cc3)C(C(=O)O)=CC[C@H]2c2ccc(C(C)C)cc2)cc1	·	·	40µM*	·	·	·	?	?	-39%
15	COc1ccc(-n2nnnc2SCC(=O)Nc2ccccc2N2CCOCC2)cc1OC	4%	-3%	-8%	-5%	-13%	-5%	1%	3%	1%
16	Cc1cc(C)c[n+](CC(=O)c2c(C)cc(C)c([N+](=O)[O-])c2C)c1	10%	-8%	9%	-8%	-14%	0%	-4%	13%	-2%
17	CCOc1cc(/C=N/N=C/c2ccc(O)c(OCC)c2)ccc1O	15%	8%	0%	-6%	3%	1%	27%	-1%	20%
18	O=C(NCCN1Cc2ccccc2C1=O)c1cccs1	1%[12.7 µM]	16%	-10%	-10%	-7%	-2%	-5%	-20%	2%
19	O=C(Nc1ccc(OCC(=O)N2CCOCC2)cc1)c1cccc(Cl)c1	49%	9%	-21%	-6%	-1%	-1%	20%	-2%	12%
20	Brc1cccc(OCCSc2ncccn2)c1	57%[activator][59 µM]	-20%	-5%	?	77%[activator]	-9%	7%	-4%	5%

8 structures from above, ordered by molecular weight, lowest first:
No.	molecule	G9a inh	Pol beta inh	POLH inh	Anesthetic bind	BAZ2B inh	BLM helicase inh	Pol iota inh	POLK inh	APE1 inh
10	CCC(=O)Nc1ccc(C(=O)N/N=C/c2cccnc2)cc1	-14%	-1%	-7%	-5%	-38%[57.1 µM]	0%	48%[activator]	-5%	2%
20	Brc1cccc(OCCSc2ncccn2)c1	57%[activator][59 µM]	-20%	-5%	?	77%[activator]	-9%	7%	-4%	5%
2	O=[N+]([O-])c1ccc(/C=N/Nc2ncc(Br)cn2)cc1	-1%	-1%	-17%	0%	0%	-16%	127%[activator]	-10%	-7%
19	O=C(Nc1ccc(OCC(=O)N2CCOCC2)cc1)c1cccc(Cl)c1	49%	9%	-21%	-6%	-1%	-1%	20%	-2%	12%
7	O=C1COc2ccc(C(=O)COC(=O)Cc3c(F)cccc3Cl)cc2N1	-6%	·	-9%	·	-5%	·	13%	-2%	-5%
8	O=C(CSc1nc(-c2ccccc2)nc2ccc(F)cc12)Nc1cccc(C(=O)O)c1	71µM*	?	79µM*	-6%	79µM*	-10%	?	-25%	2%
15	COc1ccc(-n2nnnc2SCC(=O)Nc2ccccc2N2CCOCC2)cc1OC	4%	-3%	-8%	-5%	-13%	-5%	1%	3%	1%
14	Cc1ccc(S(=O)(=O)N2[C@@H](c3ccc(C(C)(C)C)cc3)C(C(=O)O)=CC[C@H]2c2ccc(C(C)C)cc2)cc1	·	·	40µM*	·	·	·	?	?	-39%

Following part
No.	molecule	G9a inh	Pol beta inh	POLH inh	Anesthetic bind	BAZ2B inh	BLM helicase inh	Pol iota inh	POLK inh	APE1 inh
21	O=C(Nc1cccc(-c2nc3ncccc3o2)c1)c1sc2ccccc2c1Cl	10%[0.0925 µM]	34%	14%	-18%	5%	-3%	10%	2%	8%
22	Cc1cc(=O)oc(C)c1C(=O)NCCNC(=O)c1c(C)cc(=O)oc1C	-7%[12.7 µM]	0%	0%	-4%	6%	-1%	11%	-2%	0%
23	O=C(COc1ccccc1)Nc1ccc2nc(SCCOc3ccccc3)sc2c1	2%[59 µM]	-19%	-9%	18%	-36%	-3%	29%	1%	·
24	COc1ccc(-c2csc(Nc3ccc(O)cc3)n2)cc1	·	-17%	-27%	-12%	35µM*	-6%	-9%	-3%	3%
25	COc1cc2cc(CCOC(=O)N3CCCCC3)oc(=O)c2cc1OC	5%[0.501 µM]	·	-14%	·	6%	·	17%	-7%	5%
26	CSc1nc2c(c(=O)[nH]c(=O)n2C)n1C/C=C(\C)Cl	40µM*	-21%	-12%	-10%	-8%	-3%	3%	-6%	-8%
27	COCC(COS(N)(=O)=O)C(C)C (centres undefined)	·	18%	-10%	-20%	-1%	2%	11%	1%	15%
28	Cc1cc(C)cc(NC(=O)NCC2CCN(Cc3cc(C)ccc3C)CC2)c1	3%	10%&-3%	-24%&-18%	-12%&-2%	-9%&-1%	0%&0%	?	?	8%
29	COCCn1c(SCC(=O)N2CCCc3ccccc32)nc2ccccc2c1=O	-2%[59 µM]	3%	1%	-18%	2%	0%	-1%	-2%	-8%
30	CCOC(=O)c1ccc(NS(=O)(=O)c2ccc3c(c2)CCN3C(=O)CC)cc1	?	17%	-5%	-5%	-14%	-4%	4%	1%	·
31	CC1CCCC(C)N1C(=O)COC(=O)c1cncc(Br)c1 (centres undefined)	·	·	3%	·	·	·	19%	-6%	48%[activator]
32	COC(=O)c1ccccc1NC(=O)c1cc2ccccn2n1	3%[59 µM]	?	-11%	-15%	-7%	-3%	18%	7%	·
33	COC(=O)CSc1ncnc2c1cnn2-c1ccc(C)cc1C	14%	-14%	2%	?	19%	-5%	162%[activator]	0%	-4%
34	CC1Cc2ccccc2N1C(=O)c1cc2cccnc2n(C)c1=O (centres undefined)	11%[0.501 µM]	·	-17%	·	-3%	·	72%[activator]	-13%	4%
35	Cc1ccc(S(=O)(=O)N2CCCC(C(=O)NCCc3ccc(S(N)(=O)=O)cc3)C2)cc1 (centres undefined)	27%	3%	-20%	6%	5%	-7%	37%[activator]	4%	66%[activator]
36	CC1=C(C(=O)Nc2ccccn2)C(c2ccccc2)n2ncnc2N1 (centres undefined)	-27%[59 µM]	11%	-15%	-7%	12%	2%	7%	-5%	1%
37	Cc1ccccc1-c1noc(CSc2nc(-c3ccc(F)cc3)cc(=O)[nH]2)n1	-5%[59 µM]	-18%	-6%	5%	-1%	-5%	?	-11%[60.1 µM]	·
38	COc1cc(Cl)cc(/C=C/c2ccc3ccccc3n2)c1OC(C)=O	22%[59 µM]	12%	-22%	-4%	1%	-12%	14%	-16%	4%
39	CC(/C=C/c1ccc2c(c1)OCO2)=N\NC(=O)C(O)c1ccccc1 (centres undefined)	-1%	1%	-18%	7%	-1%	1%	-16%[58.9 µM]	2%	3%
40	C=CCN1CC2CC3(COc4cc(C)cc(C)c4)C=CC2(O3)C1=O (centres undefined)	?	14%	4%	-11%	-1%	1%	10%	3%	-1%
41	CCOc1ccc(OCC)c(NC(=O)CC(C)n2nc(C)cc2C)c1 (centres undefined)	0%[59 µM]	-29%	4%	0%	-15%	0%	-6%	-7%	·
42	S=C(c1nc2ccccc2[nH]1)N1CCOCC1	1.6µM*	0%	-14%	-21%	10%	2%	27%	-12%	2%
43	CCOC(=O)c1nc(N)sc1C(=O)OCC	8%	-15%	2%	-7%	-29%	0%	-3%	-12%	-9%
44	CC1(C(=O)OCC(=O)NCCNC(=O)COC(=O)C2(C)CC2(Cl)Cl)CC1(Cl)Cl (centres undefined)	19%	3%	-9%	-7%	-7%	-5%	30%	-23%	14%
